Screening results from PubChem BioAssay.
ADAM17 inh: ADAM17 inhibitors, primary screen, biochemical, QFRET. recombinant ADAM17, EDANS/DABCYL FRET peptide cleavage. inhibition, % at 6.95 µM. 370,000 tested, 0.83% active;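 active = inhibition above the mean of compounds lying between control limits plus 3 SD, set per campaign, cut at about 8.5% in these data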;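 note: 0% = DMSO-only wells as the low control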
PLC-gamma1 inh: PLC-gamma1 enzyme inhibitors, primary screen, biochemical, fluorescence, purified enzyme | 1-phosphatidylinositol 4,5-bisphosphate phosphodiesterase gamma-1 (Homo sapiens), P19174 | fluorogenic substrate | inhibition, % at 12.2 µM | 370,000 tested, 0.84% active; in the data active = inhibition above about 9.5%
Target sequence (P19174 whole entry, looked up): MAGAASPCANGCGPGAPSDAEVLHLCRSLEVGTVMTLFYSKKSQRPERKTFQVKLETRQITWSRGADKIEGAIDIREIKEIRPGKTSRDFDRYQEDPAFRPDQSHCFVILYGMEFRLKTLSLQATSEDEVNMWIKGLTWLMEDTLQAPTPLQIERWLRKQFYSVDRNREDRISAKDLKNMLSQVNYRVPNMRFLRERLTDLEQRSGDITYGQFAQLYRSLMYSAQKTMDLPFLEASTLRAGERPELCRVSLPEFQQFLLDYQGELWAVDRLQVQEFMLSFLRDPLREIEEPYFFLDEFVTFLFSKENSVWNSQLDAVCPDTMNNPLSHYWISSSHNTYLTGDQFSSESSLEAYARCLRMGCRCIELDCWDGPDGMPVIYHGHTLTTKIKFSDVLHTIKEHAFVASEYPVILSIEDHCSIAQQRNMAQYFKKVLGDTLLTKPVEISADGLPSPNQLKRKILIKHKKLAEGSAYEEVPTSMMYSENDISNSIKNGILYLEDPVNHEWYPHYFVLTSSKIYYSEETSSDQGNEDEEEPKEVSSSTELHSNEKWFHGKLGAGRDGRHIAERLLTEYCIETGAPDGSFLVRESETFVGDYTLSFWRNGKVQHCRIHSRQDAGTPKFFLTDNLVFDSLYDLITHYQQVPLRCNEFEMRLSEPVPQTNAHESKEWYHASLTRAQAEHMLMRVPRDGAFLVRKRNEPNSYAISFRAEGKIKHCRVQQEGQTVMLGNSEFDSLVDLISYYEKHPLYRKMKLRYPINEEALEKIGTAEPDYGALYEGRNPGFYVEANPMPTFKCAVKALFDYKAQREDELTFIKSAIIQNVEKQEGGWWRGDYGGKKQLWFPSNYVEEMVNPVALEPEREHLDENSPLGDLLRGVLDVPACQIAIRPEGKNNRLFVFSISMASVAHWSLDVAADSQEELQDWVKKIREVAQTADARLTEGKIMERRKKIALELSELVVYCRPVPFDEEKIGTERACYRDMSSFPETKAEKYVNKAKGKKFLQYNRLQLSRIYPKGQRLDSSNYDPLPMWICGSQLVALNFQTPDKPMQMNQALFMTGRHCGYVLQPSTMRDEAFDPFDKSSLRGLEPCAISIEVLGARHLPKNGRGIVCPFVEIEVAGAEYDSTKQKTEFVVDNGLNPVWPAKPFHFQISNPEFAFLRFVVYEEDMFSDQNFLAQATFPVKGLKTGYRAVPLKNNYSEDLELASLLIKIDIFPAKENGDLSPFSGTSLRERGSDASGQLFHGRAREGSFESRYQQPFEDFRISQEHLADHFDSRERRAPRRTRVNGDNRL
ASAP1 inh: inhibitors of human ASAP1 ArfGAP activity, primary screen, biochemical, fluorescence polarization | Arf-GAP with SH3 domain, ANK repeat and PH domain-containing protein 1 (Homo sapiens), … | ASAP1-stimulated ARF1 GTP hydrolysis, GDP FP detection | inhibition, % at 16.5 µM | 360,000 tested, 0.19% active | AID 624377, 2012; in the data active = inhibition above about 25%;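 note: 0% = vehicle with enzyme and substrate and 100% = no enzyme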
ADAM10 inh: human ADAM10 inhibitors, primary screen, biochemical, QFRET, HTS; recombinant ADAM10, EDANS/DABCYL FRET peptide cleavage, 3 h; 370,000 tested, 0.62% active; inhibition, % at 7 µM; Disintegrin and metalloproteinase domain-containing protein 10 (Homo sapiens), O14672;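 active = inhibition above a per-campaign cutoff equal to the mean of compounds falling between control-based bounds plus 3 SD, cut at about 20% in these data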;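 note: 0% = DMSO wells while the 100% control is not disclosed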
TDP2 inh: human TDP2 enzyme inhibitors, primary screen, biochemical, epi absorbance, recombinant enzyme. 370,000 tested, 0.34% active. T5PNP hydrolysis, p-nitrophenol absorbance 415 nm. inhibition, % at 12.8 µM;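 active = inhibition above the mean of all tested compounds plus 3 SD, set per campaign, cut at about 25% in these data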;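 note: 0% = DMSO with enzyme and 100% = buffer with substrate but no TDP2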
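System – recombinant human TDP2 · Quantity – TDP2 enzyme at 120 nM final · Doses – single concentration, 12.8 µM nominal, with 1% DMSO · Incubation – 2 h at 37 °C · Measured by – epi absorbance of p-nitrophenol freed from T5PNP by hydrolysis · Read-out – % inhibition relative to enzyme-containing and enzyme-free wells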
Tn7 DDE FP: inhibitors of Tn7 peptide binding to fibrin DD(E), primary screen, biochemical, fluorescence polarization, human fibrin, Tn7 probe; Fibrinogen beta chain (Homo sapiens), P02675; FP displacement of FITC-Tn7 peptide from fibrin DD(E); 0% = median of compound wells per plate; inhibition, % at 8.3 µM; 370,000 tested, 0.13% active;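 active = inhibition above the mean of compounds falling within the control limits plus 3 SD of them, cut at about 14% in these data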;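 note: 0% = plate median of compound wells and 100% = 10 µM Aha-Tn7 peptide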
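Assay system: human fibrin DD(E). Input: DD(E) 2 µM final. Medium: Tris buffer with calcium and detergent, pH 7.8. Compound dosing: single point at 8.3 µM. Timing: 10 min plus 3 h, room temperature. Technique: fluorescence polarization of the labelled Tn7 tracer. Read-out: percent inhibition. Replicates: singlicate testing.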
SIAE primary: human SIAE inhibitors, primary screen, biochemical, fluorescence polarization, FP-Rh probe, 1536-well HTS | Sialate O-acetylesterase (Homo sapiens), Q9HAT2 | SIAE FP-Rh probe binding | inhibition, % at 9.66 µM | 370,000 tested, 0.69% active;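 active = inhibition above a cutoff: mean of compounds within the control limits plus 3 SD of those, cut at about 17% in these data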;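 note: 0% = plate median of compound wells and 100% = probe without SIAE protein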
ARFGAP1 inh: inhibitors of rat ARFGAP1 GAP activity, primary screen, biochemical, fluorescence polarization, GDP tracer | inhibition, % at 16.5 µM | ADP-ribosylation factor GTPase-activating protein 1 (Rattus norvegicus), Q62848 | Arfgap1-stimulated ARF1 GTP hydrolysis, GDP FP detection | 360,000 tested, 0.26% active;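 active = inhibition above a per-plate limit, mean inhibition of low control wells plus 3 SD, cut at about 25% in these data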;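 note: 0% = DMSO wells with enzyme and 100% = wells lacking Arfgap1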
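material = rat Arfgap1 catalytic domain, aa 1-136 | also added = human ARF1(Δ1-17)-GTP substrate | compound dosing = one concentration, 16.5 µM, DMSO 1.26% | times = GTP hydrolysis reaction 2 h at 25 °C | measured by = FP, GDP Alexa 633 tracer displaced from anti-GDP antibody, 620/688 nm | evaluation = percent inhibition of Arfgap1-stimulated GTP hydrolysis | replication = single well per compound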
PLC-beta3 inh: human PLC-beta3 inhibitors, primary screen, biochemical, fluorescence; Purified PLC-beta3, fluorogenic substrate; AID 720704, 2013; 1-phosphatidylinositol 4,5-bisphosphate phosphodiesterase beta-3 (Homo sapiens), Q01970; inhibition, % at 12.2 µM; 370,000 tested, 0.18% active; in the data active = inhibition above about 11%;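 note: 0% = median of compound wells on plate and 100% = full blocker control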
DDE Tn6 FP inh: inhibitors of Tn6 peptide binding to fibrin DD(E), primary screen, biochemical, fluorescence polarization, human fibrin, Tn6 probe; 370,000 tested, 0.21% active; Fibrin DD(E) TRITC-Tn6 fluorescence polarization displacement; Fibrinogen beta chain (Homo sapiens), P02675; inhibition, % at 8.3 µM;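 active = inhibition above a per-campaign cutoff: mean of compounds within control limits plus 3 SD, cut at about 15% in these data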;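 note: 0% = median of all compound wells on the plate and 100% = blocking peptide control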
Starred values were filed as active, the others as inactive.

Second line of a record: Tn7 DDE FP, ASAP1 inh, PLC-beta3 inh, ADAM10 inh, PLC-gamma1 inh, DDE Tn6 FP inh, ARFGAP1 inh, TDP2 inh, ADAM17 inh, SIAE primary
- O=C(Nc1ccccc1)C1=C[C@@H](c2coc3ccccc3c2=O)C[C@@H](OCCCCO)O1
  8, -2, -2, 2, -2, 0, -10, 5, -3, -2
- S=C(NNC(=S)NC1CC2C=CC1C2)NC1CC2C=CC1C2 (stereo not drawn)
  1, 4, -3, 3, 2, 4, 5, -4, -1, 8
- CC(C)(C)C(=O)NCCc1nc(-c2ccccc2)no1
  -3, 1, 0, -1, -1, -2, 8, -6, -1, -4
- O=C1/C(=C/c2cccc3ccccc23)CCCc2ccccc21
  0, 0, -4, 8, -1, 0, 0, -10, 4, -8
- COCC(C)NC(=S)N1CCN(c2ccccc2Cl)CC1 (stereo not drawn)
  -1, 1, 1, -5, 2, -6, 7, -3, -3, -3
- CNCC(O)Cn1c(C(F)(F)F)nc2ccccc21 (stereo not drawn)
  1, 9, 2, 4, 1, 2, 12, 1, -4, -6
- CN(C)CCCN1C(=O)C(=O)/C(=C(/O)c2ccncc2)C1c1cccc(Br)c1 (stereo not drawn)
  -4, 0, 4, -2, 4, 0, -1, 8, 0, -1
- O=C(COC(=O)Cc1cccs1)NCc1ccc(F)cc1
  -4, 5, -11, 2, -4, -6, 2, 14, 0, 6
- CC(=O)c1cccc(NC(=O)N2CCC(c3nnc(SCC(N)=O)n3C)CC2)c1
  -6, -5, 0, -6, -3, 6, -10, 3, -3, 9
- O=C1C=C(c2ccc(OC(F)(F)F)cc2)C[C@@H](c2ccc(Cl)cc2)C1
  0, -2, 0, 11, 1, -3, 8, -1, -3, -5

Compound profiles, as listed above. Order of values: Tn7 DDE FP | ASAP1 inh | PLC-beta3 inh | ADAM10 inh | PLC-gamma1 inh | DDE Tn6 FP inh | ARFGAP1 inh | TDP2 inh | ADAM17 inh | SIAE primary
Results for `CN(C)CCCN1C(=O)C(=O)/C(=C(/O)c2ccncc2)C1c1cccc(Br)c1` (stereo not drawn) = -4 | 0 | 4 | -2 | 4 | 0 | -1 | 8 | 0 | -1
Results for `CC(=O)c1cccc(NC(=O)N2CCC(c3nnc(SCC(N)=O)n3C)CC2)c1` = -6 | -5 | 0 | -6 | -3 | 6 | -10 | 3 | -3 | 9

3 compounds already listed, arranged by the number in TDP2 inh, largest number first:
structure | TDP2 inh
CC(=O)c1cccc(NC(=O)N2CCC(c3nnc(SCC(N)=O)n3C)CC2)c1 | 3
O=C1C=C(c2ccc(OC(F)(F)F)cc2)C[C@@H](c2ccc(Cl)cc2)C1 | -1
O=C1/C(=C/c2cccc3ccccc23)CCCc2ccccc21 | -10

(next part)
Second line of a record: Tn7 DDE FP, ASAP1 inh, PLC-beta3 inh, ADAM10 inh, PLC-gamma1 inh, DDE Tn6 FP inh, ARFGAP1 inh, TDP2 inh, ADAM17 inh, SIAE primary
- O=c1nc(Oc2ccccc2)nc2ncccn12
  -3, -8, -7, -8, -5, -5, 4, -2, -6, -4
- CCOC(=O)c1cc(S(=O)(=O)NCC2CCN(Cc3cccc(C)c3)CC2)cn1C
  0, -19, -1, -4, 0, -5, 1, 17, 0, -7
- COc1ccc(C2CC(=O)c3cnn(-c4nc(C)cc(C)n4)c3C2)cc1 (stereo not drawn)
  -1, 4, 0, -2, 3, -4, -5, 8, -2, -12
- CC(C)Sc1ncnc2c1oc1ccccc12
  3, 2, -1, -4, -8, 3, 3, 0, -4, 2
- CC1C(=O)N2CCCc3cc(S(=O)(=O)NCc4ccccc4Cl)cc1c32 (stereo not drawn)
  6, -5, -23, -7, -5, -9, 4, -9, -4, -6
- Nc1cc(Cl)cc2c1-c1ccc(Cl)cc1C2
  -2, 0, -9, 3, 1, -9, -3, -11, 5, 4
- CC(C)N1CCN(Cc2cccs2)CC1CCO (stereo not drawn)
  -3, 3, 0, 8, 1, -4, 3, -22, 5, -1
- Cc1cccc(C)c1NC(=O)CNC(=O)c1c(-c2ccccc2)noc1C
  -7, 13, -5, -15, 2, -6, -1, 4, -1, 0
- C=CCOc1cccc(C2C(C(=O)c3ccc(C)o3)=C(O)C(=O)N2CCN2CCOCC2)c1 (stereo not drawn)
  0, -4, -13, -21, -10, -5, -8, 7, -6, 2
- COc1ccc(NC(=O)C2CC(=O)N/C(=N/N=C/c3ccco3)S2)cc1 (stereo not drawn)
  1, -4, -2, 11, 5, 10, 4, -8, 4, 7

Second line of a record: Tn7 DDE FP, ASAP1 inh, PLC-beta3 inh, ADAM10 inh, PLC-gamma1 inh, DDE Tn6 FP inh, ARFGAP1 inh, TDP2 inh, ADAM17 inh, SIAE primary
- COc1cccc(NC(=O)Cc2cn(C)c3ccccc23)c1
  -6, 1, 0, 3, 3, -2, -4, -4, 0, 0
- Brc1ccc(CNCc2cccs2)cc1
  6, 7, 1, -4, 3, 0, 14, 6, -2, -3
- CC(NC(=O)Nc1ccc(F)cc1F)c1ccc2c(c1)OCO2 (stereo not drawn)
  -2, 5, -4, 2, 1, -1, 1, 5, 0, 4
- CCc1cccc(CC)c1NC(=S)NCCc1c(C)[nH]c2ccccc12
  3, 4, -2, -8, 1, 0, 5, 7, 3, 5
- Cc1csc2c(N3CCN(C(=O)c4ccc(C(C)(C)C)cc4)CC3)ncnc12
  4, -6, -7, -13, -4, -2, -3, 11, -5, -2
- O=C(CN1CCOCC1)Nc1cccc([N+](=O)[O-])c1
  1, -1, -4, -9, 0, 4, 3, 1, -1, -2
- Cc1nc2c(oc3ccc(Cl)cc32)c(=O)[nH]1
  3, -7, -11, 1, 2, 5, 4, 7, -4, 0
- Cc1ccc2c(c1)CCCN2C(=O)c1ccco1
  -1, 3, -2, -1, 3, -9, -1, -2, -2, 2
- OCCN1CCN(CCCN2c3ccccc3CCc3ccccc32)CC1
  7, 15, 6, -6, 13*, -9, -9, -17, 9, -9
- O=C(N/N=C/c1c(Cl)[nH]c2ccccc12)c1ccc2c(c1)OCCO2
  -7, 20, -29, -4, -25, -3, 12, 10, 0, 6

Second line of a record: Tn7 DDE FP, ASAP1 inh, PLC-beta3 inh, ADAM10 inh, PLC-gamma1 inh, DDE Tn6 FP inh, ARFGAP1 inh, TDP2 inh, ADAM17 inh, SIAE primary
- O=C(O)c1ccccc1C(=O)NCCc1ccc(Cl)cc1
  3, -6, -6, -15, -4, -3, 3, -8, -2, 0
- CNC(=S)N/N=C(\C)c1cccc(C(F)(F)F)c1
  -1, 4, -5, -11, -1, 0, 13, -7, -3, 6
- N#C/C(=C\c1cccc([N+](=O)[O-])c1)C(=O)Nc1cccnc1
  -1, -5, -5, 7, 3, -4, -9, 10, -4, 5
- Cn1nc(-c2ccc(C(=O)Nc3cccc(Cl)c3)cc2)c2ccccc2c1=O
  -5, -1, -1, -6, -5, -3, 2, 3, -6, -18
- CCOC(=O)c1nn(-c2cccc(Cl)c2)c2nc(CC(C)C)c(C#N)c(=O)n12
  -5, 3, -7, -16, 2, -15, 8, -6, -10, 4
- Cc1ccccc1C(=O)c1cccn1CC(=O)NCc1ccc(F)cc1
  -2, -4, -3, 4, 2, 2, 1, -1, -5, -8
- C=CCn1c(COc2cc(C)ccc2C(C)C)nnc1SCC(=O)c1c(N)n(C)c(=O)n(C)c1=O
  -2, 0, 0, 6, 0, -3, -10, 10, 0, 5
- CCOC(=O)CSC1=Nc2ccccc2C2=NC(CC(=O)NCc3ccc(OC)cc3)C(=O)N12 (stereo not drawn)
  -7, 11, -3, -37, -5, 0, 11, -1, -11, 3
- CCc1nn(CC(=O)NCCc2ccc(Cl)cc2)c(=O)c2cccn12
  4, 7, -3, -6, 2, 1, 10, -5, 4, 7
- COc1ccc(Cl)cc1C(=O)NNC(=S)NC(=O)c1cc(-c2ccccc2)nc2ccccc12
  2, -1, -3, 1, -3, 1, 6, 7, -2, 0
- Cc1csc(NC(=O)c2nc3nc(C)cc(C)n3n2)n1
  2, -2, 2, 4, 0, 2, -2, 4, 1, 5
- Clc1ccc(-c2cc(COc3ccccc3)on2)cc1
  -3, 8, 1, 10, 2, -5, -11, -9, 1, 2

In a second layout: three of the compounds above.
Tn7 DDE FP	ASAP1 inh	PLC-beta3 inh	ADAM10 inh	PLC-gamma1 inh	DDE Tn6 FP inh	ARFGAP1 inh	TDP2 inh	ADAM17 inh	SIAE primary	structure
3	-6	-6	-15	-4	-3	3	-8	-2	0	O=C(O)c1ccccc1C(=O)NCCc1ccc(Cl)cc1
-1	4	-5	-11	-1	0	13	-7	-3	6	CNC(=S)N/N=C(\C)c1cccc(C(F)(F)F)c1
-1	-5	-5	7	3	-4	-9	10	-4	5	N#C/C(=C\c1cccc([N+](=O)[O-])c1)C(=O)Nc1cccnc1
